# PfHsp40 yeast: compounds rescuing yeast from Plasmodium falciparum HSP40 toxicity; S. cerevisiae expressing PfHsp40, growth rescue, ATP luminescence; actives 0.68% (n = 340,000); growth rescue, % at 12.5 µM; in the data active means growth rescue above about 28%, passing the limit was not always enough; inconclusive means no clear call, values can overlap the other calls;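 further: yeast W303a lacking pdr1 and pdr3 grown in galactose medium; growth measured after three days at 30 °C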
# BoNT-A LC inh2: inhibitors of Botulinum neurotoxin A light chain protease | AID 588499 | multiplex microsphere protease substrate cleavage, flow cytometry | inhibition, % at 10 µM | actives 0.17% (n = 360,000); further: plate controls were buffer without enzyme for full effect and enzyme alone for no effect
# CCHFV vOTU inh: blocks the CCHF virus ovarian tumor domain protease. CCHFV vOTU protease, Pep-AMC fluorescence. inhibition, % at 11.5 µM. actives 0.55% (n = 370,000). AID 651958; in the data active means inhibition above about 30%; further: 0% = vehicle wells with enzyme and 100% = no enzyme wells
# FadD28 binding: blocks FadD28 binding to the bisubstrate probe; inhibition, % at 12.5 µM; fluorescence polarization; AID 588549; actives 0.22% (n = 360,000); in the data active means inhibition above about 8.5%, passing the limit was not always enough; inconclusive means no clear call, values can overlap the other calls
# Y pestis TopoI: Y. pestis Topo-I inhibition via cleavage products | Y. pestis Topo-I cleavage product accumulation, plate reader | activity, % at 10 µM | actives 0.064% (n = 360,000) | AID 504884; in the data active means activity above about 50%, passing the limit was not always enough; inconclusive means no clear call, values can overlap the other calls; further: inactives centre near 2
# PrPC TRFRET: inhibitors of human cell surface prion protein PrPC; P04156; TR-FRET read-out; inhibition, % at 13.8 µM; actives 0.43% (n = 370,000); AID 720596; in the data active means inhibition above about 24%; further: 0% = median of the test wells and 100% = reference compound wells
# Anthrax LF prot: blocks Bacillus anthracis lethal factor protease | actives 0.12% (n = 360,000) | P15917 | multiplex microsphere protease cleavage assay, LF | inhibition, % at 10 µM | AID 588501; further: plate controls were buffer without enzyme for full effect and enzyme alone for no effect
# Target sequence (P15917 whole entry, looked up): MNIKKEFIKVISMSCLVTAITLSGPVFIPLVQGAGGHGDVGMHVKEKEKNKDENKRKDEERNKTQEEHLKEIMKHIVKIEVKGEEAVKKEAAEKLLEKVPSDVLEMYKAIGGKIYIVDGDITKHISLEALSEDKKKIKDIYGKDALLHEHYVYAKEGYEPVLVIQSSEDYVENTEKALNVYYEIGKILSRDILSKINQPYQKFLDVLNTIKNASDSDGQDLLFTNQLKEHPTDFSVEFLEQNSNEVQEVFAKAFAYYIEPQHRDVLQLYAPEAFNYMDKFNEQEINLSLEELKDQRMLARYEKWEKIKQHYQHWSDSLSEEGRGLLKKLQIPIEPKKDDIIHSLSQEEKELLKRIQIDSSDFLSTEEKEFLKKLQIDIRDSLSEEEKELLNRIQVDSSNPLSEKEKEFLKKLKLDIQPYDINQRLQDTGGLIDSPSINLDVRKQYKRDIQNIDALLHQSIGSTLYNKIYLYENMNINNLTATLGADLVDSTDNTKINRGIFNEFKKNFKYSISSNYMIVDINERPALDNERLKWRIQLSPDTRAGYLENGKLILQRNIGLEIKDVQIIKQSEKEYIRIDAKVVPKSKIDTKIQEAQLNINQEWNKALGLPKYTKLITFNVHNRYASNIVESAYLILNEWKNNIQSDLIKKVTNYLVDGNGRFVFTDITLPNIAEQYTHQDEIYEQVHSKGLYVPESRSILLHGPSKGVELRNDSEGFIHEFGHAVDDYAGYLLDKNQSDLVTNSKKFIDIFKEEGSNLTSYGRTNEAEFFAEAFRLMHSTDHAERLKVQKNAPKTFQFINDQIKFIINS
# TcdB GH inh: inhibitors of Clostridioides difficile toxin B glycohydrolase; actives 0.24% (n = 350,000); P18177; TcdB glycohydrolase enzymatic assay, plate reader; inhibition, % at 9.99 µM; in the data active means inhibition above about 10%
# BoNT F protease: blocks Botulinum neurotoxin F light chain protease; Multiplex microsphere protease cleavage assay, flow cytometry; inhibition, % at 10 µM; actives 0.22% (n = 360,000); in the data active means inhibition above about 35%, passing the limit was not always enough; inconclusive means no clear call, values can overlap the other calls; further: plate controls were buffer without enzyme for full effect and enzyme alone for no effect
# * = called active by the depositor; u = inconclusive; x = no result given. Unless noted, no stated cut-off is given here; in the data, active means inhibition above about 30%; inconclusive means no clear call, values can overlap the other calls; inactive means below that.
structure,PfHsp40 yeast,BoNT-A LC inh2,CCHFV vOTU inh,FadD28 binding,Y pestis TopoI,PrPC TRFRET,Anthrax LF prot,TcdB GH inh,BoNT F protease
CC(=O)c1ccc(N2CCCCC2)c(F)c1,-0.5,0.2,-7,-0.1,-8,6,1,0.7,-1
Cc1cc(C)n(-c2nc3ccccc3nc2N2CCN(C(=O)c3ccccc3)CC2)n1,-0.7,2.1,8,-3.1,17,-1,0,x,2
CCc1nnc(NC(=O)CSc2nnc(-c3ccncc3)n2C)s1,0.9,-0.1,-19,-1.4,-10,-2,-4,x,-23
CC1CCCC(C)N1C(=O)C1CCCCC1 (stereo not drawn),-0.4,0.0,3,-0.4,-1,3,0,2.4,-1
COc1ccc(OC)c(/C=N/NC(=O)CCc2n[nH]c(=O)[nH]c2=O)c1,-0.4,-0.9,-51,-1.8,-9,-5,2,1.0,2
CC1ON=C(c2cccc3ccccc23)N(C)C1=O (stereo not drawn),x,0.2,3,-1.6,-4,1,-4,-2.8,-3
CN(Cc1cn[nH]c1-c1cc2ccccc2o1)CC1CCOCC1,-0.5,-0.4,-6,-0.7,-2,-12,-2,0.7,1
Cc1nc2ccccc2cc1C(=O)Nc1ccccc1Cl,0.9,-0.7,-2,0.3,-3,4,0,5.5,3
CCOC(=O)c1csc(NC(=O)CSc2nnnn2-c2ccc3c(c2)OCCO3)n1,-1.1,0.3,17,-2.9,13,-3,6,x,1
CCCNC(=O)c1ccc2c(c1)S(=O)(=O)c1ccccc1C2=O,-1.1,0.4,14,-1.9,-6,-59,1,-0.2,-2

# Reformatted with values under each structure: entries from further up
# Second line of a record – PfHsp40 yeast, BoNT-A LC inh2, CCHFV vOTU inh, FadD28 binding, Y pestis TopoI, PrPC TRFRET, Anthrax LF prot, TcdB GH inh, BoNT F protease
> CC(=O)c1ccc(N2CCCCC2)c(F)c1
  -0.5, 0.2, -7, -0.1, -8, 6, 1, 0.7, -1
> Cc1cc(C)n(-c2nc3ccccc3nc2N2CCN(C(=O)c3ccccc3)CC2)n1
  -0.7, 2.1, 8, -3.1, 17, -1, 0, x, 2
> CCc1nnc(NC(=O)CSc2nnc(-c3ccncc3)n2C)s1
  0.9, -0.1, -19, -1.4, -10, -2, -4, x, -23
> CC1CCCC(C)N1C(=O)C1CCCCC1 (stereo not drawn)
  -0.4, 0.0, 3, -0.4, -1, 3, 0, 2.4, -1
> COc1ccc(OC)c(/C=N/NC(=O)CCc2n[nH]c(=O)[nH]c2=O)c1
  -0.4, -0.9, -51, -1.8, -9, -5, 2, 1.0, 2
> CC1ON=C(c2cccc3ccccc23)N(C)C1=O (stereo not drawn)
  x, 0.2, 3, -1.6, -4, 1, -4, -2.8, -3

# Carrying on.
structure,PfHsp40 yeast,BoNT-A LC inh2,CCHFV vOTU inh,FadD28 binding,Y pestis TopoI,PrPC TRFRET,Anthrax LF prot,TcdB GH inh,BoNT F protease
CN(Cc1nc2ccc(F)cc2[nH]1)C(=O)C1CCC(=O)N(C2CC2)C1 (stereo not drawn),-0.6,1.9,-6,-0.1,-9,3,-4,-0.3,6
Cc1ccc(N2CC3=C(C2=O)C(c2ccccc2)NC(=O)N3C)cc1 (stereo not drawn),1.4,0.0,1,-2.6,0,-6,0,x,6
CC(CC(c1ccccc1)N1CCc2ccccc2C1)=NO (stereo not drawn),x,-0.4,5,-0.6,5,3,-7,0.4,2
CCOC(=O)c1ccc(S(=O)(=O)N2CCN(CC(O)COc3ccc(C#N)cc3)CC2)cc1 (stereo not drawn),0.3,0.6,6,-1.8,-1,1,-5,1.6,-12
CCOc1ccc(C(=O)Nc2ccccc2NC(C)=O)cc1OCC,-0.6,0.3,-16,-0.8,5,-5,-3,0.9,5
CCCc1nnc(NC(=O)c2cccnc2)s1,x,-0.6,13,-0.5,6,4,0,1.3,-15
CCOC(=O)N1CCC(NS(=O)(=O)c2ccc3c(c2)CCN3C(C)=O)CC1,-0.4,1.0,22,-3.6,-2,6,6,x,u
CCOc1nc(SCCOc2ccc(Cl)cc2Cl)nc(N(C)C)n1,-0.5,-0.2,12,-3.2,15,-7,-6,x,-1
CCN(C(=O)CSc1nc2cc(C(=O)O)ccc2c(=O)n1Cc1ccccc1)c1ccccc1,-0.1,-1.8,11,x,20,8,6,-2.2,2
O=C(CCN1CCCCCC1)c1ccccc1,-0.9,1.0,8,-3.0,8,-3,3,x,u

# New compounds follow
structure,PfHsp40 yeast,BoNT-A LC inh2,CCHFV vOTU inh,FadD28 binding,Y pestis TopoI,PrPC TRFRET,Anthrax LF prot,TcdB GH inh,BoNT F protease
COc1cccc(C2NC(CC(C)C)(C(=O)O)C3C(=O)N(Cc4ccccc4)C(=O)C23)c1O (stereo not drawn),-0.4,-5.7,-8,-1.2,-5,-1,-4,x,-13
CCn1c(=O)cc(OCC(=O)N2CCN(C(=O)c3ccco3)CC2)c2ccccc21,-1.0,x,3,0.1,11,3,x,x,x
Cc1ccc(S(=O)(=O)N2C(=O)CCC2C(=O)O/N=C(\N)c2ccccc2)cc1 (stereo not drawn),0.1,0.3,1,-3.3,13,-1,1,0.4,0
CNS(=O)(=O)c1cccc(C(=O)Nc2cccnc2)c1,-0.4,0.0,20,-3.3,1,3,0,x,-5
CC(C)NC(=O)CSc1nnc2sc3ccccc3n12,0.5,-0.4,x,-4.5,10,x,-1,-0.4,-1
CC(=O)c1cnc(SCc2ccc(Cl)cc2)nc1C,-2.3,-0.1,-4,-2.3,7,5,-2,0.5,-3
Nc1ccc2c(c1)[nH]c(=O)c1ccccc12,0.6,0.6,-46,-2.5,-2,4,0,1.9,-5
COc1ccc(S(=O)(=O)N2CCOCC2)cc1NC(=O)Cc1ccc(Cl)c(Cl)c1,-0.4,-0.6,-16,-2.3,2,10,-1,0.3,-5
CCc1ccc(C(=O)N2CCN(c3ccc(NC(=O)c4cccnc4)cc3)CC2)cc1,0.5,0.4,3,0.9,29,6,1,0.8,-1
CCOC(=O)C(C(=O)Nc1nc2ccccc2s1)C1CCCCC1 (stereo not drawn),-1.1,-0.1,1,-5.8,10,7,2,x,0

# (next part)
structure,PfHsp40 yeast,BoNT-A LC inh2,CCHFV vOTU inh,FadD28 binding,Y pestis TopoI,PrPC TRFRET,Anthrax LF prot,TcdB GH inh,BoNT F protease
COc1ccc(-c2csc(C(NC(C)=O)c3ccc(F)c(F)c3)n2)cn1 (stereo not drawn),x,0.7,3,0.0,3,3,-8,1.6,-8
Cc1ccccc1OCCC(=O)Nc1ccccc1C(=O)N1CCCCC1,0.0,-0.8,5,-2.4,-1,2,2,0.0,-14
CCOC(=O)[C@]12Cc3ccccc3[C@H]1N(C(C)C)C(=O)c1cc(OC)ccc12,x,0.0,-1,x,x,9,1,1.1,2
CCOC(=O)C(CC)(CCC(=O)O)c1csc(Nc2ccc(C)cc2)n1 (stereo not drawn),-0.9,0.1,7,0.4,2,1,1,-1.2,-1
O=C(NCC1CCCO1)C(=O)NCC1CCCN1S(=O)(=O)c1ccccc1 (stereo not drawn),-1.2,-2.5,-7,-0.6,6,-5,0,1.7,-6
O=C(NCc1ccco1)c1cccc(F)c1,0.7,0.5,14,-2.1,0,-4,-3,x,-2
CN(C)CCNc1ncnc2c1ncn2[C@H]1CN(Cc2cccs2)C[C@@H](CO)O1,x,-0.3,-13,-1.4,-2,0,-8,0.6,0
CN(C)c1ccc(/C=N/NC(=O)C(=O)N2CCCCCC2)cc1,-0.7,0.3,3,0.0,-3,-1,-1,-0.1,4
COCc1ccc(C(=O)Nc2cccc(S(=O)(=O)N(C)c3ccccc3)c2)cc1,3.1,-0.3,-7,-3.6,14,15,0,0.7,-7
Cc1ccc2c(C)nc(Nc3nc(CSc4nc5ccccc5[nH]4)cc(=O)[nH]3)nc2c1,2.2,0.5,3,-1.6,u,3,0,-4.9,0

# Further results.
structure,PfHsp40 yeast,BoNT-A LC inh2,CCHFV vOTU inh,FadD28 binding,Y pestis TopoI,PrPC TRFRET,Anthrax LF prot,TcdB GH inh,BoNT F protease
CCC1OC23CCCCC2C(C#N)(C(=N)O3)C1(C#N)C#N (stereo not drawn),-1.3,-0.1,-77,4.4,5,-13,1,x,4
COc1cccc(NC(=O)COC(=O)c2c(F)cccc2F)c1,1.0,1.1,-11,-2.1,-9,-2,-2,x,-10
Cn1cc(Cl)c(C(=O)NC(=S)Nc2sc3c(c2C#N)CCCCC3)n1,-0.2,-0.6,3,-2.5,0,0,-1,0.4,-7
COc1ccc(N/C(C)=C/C(=S)Nc2ccccc2)cc1,-0.9,5.1,0,-2.9,-2,3,0,x,-5
COc1ccc(OC)c(C(=O)COC(=O)c2ccccc2O)c1,3.9,2.3,-4,-0.8,-6,-4,0,x,2
CN(C)c1ccc(NC(=O)c2cccc(C(=O)Nc3ccc(N(C)C)cc3)n2)cc1,2.4,-3.1,5,-0.5,6,0,-21,x,-101
O=C(NCC(=O)N(c1ccccc1F)C(C(=O)NCC1CCCO1)c1ccccc1)c1ccco1 (stereo not drawn),-0.1,0.8,-12,-3.5,-7,-6,-1,x,1
Cc1ccc(S(=O)(=O)N(C)CC(=O)Nc2ccccc2N2CCCC2)cc1,0.1,-0.9,1,2.2,9,3,3,6.2,-6
COc1ccccc1NS(=O)(=O)c1cccc(C(=O)NNC(=O)C(C)NC(=O)c2ccco2)c1 (stereo not drawn),0.6,-0.7,-6,-4.1,0,6,-3,-0.4,-4
COc1ncccc1-c1nnn(-c2ccc(Cl)nc2)n1,-0.3,0.9,17,1.5,-4,0,7,0.4,-5

# Further results follow.
structure,PfHsp40 yeast,BoNT-A LC inh2,CCHFV vOTU inh,FadD28 binding,Y pestis TopoI,PrPC TRFRET,Anthrax LF prot,TcdB GH inh,BoNT F protease
COc1ccc(C(=O)NCc2nnc(SCC(=O)Nc3nc4ccccc4s3)o2)cc1,-0.7,-0.9,1,-0.1,0,-5,-1,x,-2
O=C(N/N=C/c1ccccc1)C(O)c1ccccc1 (stereo not drawn),0.1,-2.1,-3,-0.9,4,-1,-14,2.0,18
O=C(CSc1ccccc1)N1CCN(c2ccccn2)CC1,11,-0.4,2,0.2,3,4,1,0.2,-3
CN(C)CCNC(=O)c1cccc2nc3cccc(F)c3nc12,-1.4,0.9,3,-2.1,-22,-18,-5,0.4,2
S=C1SCN(Cc2ccco2)CN1Cc1ccco1,4.7,x,-7,-2.7,-2,1,x,1.9,x
COc1ccc2c(c1)NC(c1ccc(N(C)C)cc1)c1cccn1-2 (stereo not drawn),1.6,x,-3,-0.8,-10,-5,x,0.0,x
CN(CCO)c1nc2c(c(=O)n(Cc3ccc(Cl)cc3)c(=O)n2C)n1C,-1.7,-7.7,-12,-3.2,-3,6,-12,1.1,u
O=C(Cc1cccs1)Nc1nc(-c2ccc(F)c(F)c2)cs1,-0.3,2.7,10,-5.1,-4,23,0,1.2,-24
Cc1cc(C(=O)COC(=O)C2=COCCO2)c(C)n1-c1ccccc1,-0.4,-1.0,4,-4.5,18,7,3,2.3,-5
Cc1ccc(C(=O)COc2ccc3ccc(=O)oc3c2)cc1,-0.6,-0.6,-15,-2.3,5,-4,4,-0.2,-16

# Next compounds:
structure,PfHsp40 yeast,BoNT-A LC inh2,CCHFV vOTU inh,FadD28 binding,Y pestis TopoI,PrPC TRFRET,Anthrax LF prot,TcdB GH inh,BoNT F protease
O=C(c1ccncc1)N1CCN(S(=O)(=O)c2cccc(C(F)(F)F)c2)CC1,-1.0,x,8,-0.6,4,4,x,-0.9,x
O=C(/C=C/c1ccc(F)cc1)N1CC[C@@]2(O)CCCC[C@H]2C1,u,x,15,-1.6,3,2,x,-3.7,x
C/C(=N\N1C(C)CCCC1C)c1ccccc1O (stereo not drawn),-0.3,-1.9,-7,-1.2,-1,6,-6,-0.3,21
Cc1ccccc1N(CC(=O)NCCSCc1ccccc1)S(C)(=O)=O,-0.1,-8.0,11,-3.2,-6,8,-5,0.3,u
CCOc1ccc(CN2C(=O)c3ccccc3C2=O)cc1C(=O)N1CCC(C(N)=O)CC1,0.4,x,-7,-1.5,-4,0,x,1.5,x

# From PubChem

# Rows were taken by chance; overall some 2.3% were active at least once.
